Source: PubChem (National Center for Advancing Translational Sciences (NCATS))
HepG2 viability: kills HepG2 cells in TGF-b inhibitor counter-screen. HepG2 CAGA-GFP viability, ATP luminescence, 18 h. Potency, µM (titrated, usually from 46.1 µM), inactives show at the top dose activity change, negative = cytotoxicity, hits mostly cytotoxic. actives 0.76% (n = 410,000); note: potency is the fitted concentration of half-maximal effect; some results filed as inactive show a strong effect at the top dose
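CellTiter-Glo luminescence gave cytotoxicity after 18 hours at 37 degrees C. The cells were HepG2 CAGA-GFP in 1% FBS DMEM, stimulated with 500 pg/mL TGF-beta after compound addition. %Activity was normalised to no-cell wells (complete cell-killing) and DMSO (no toxicity), and curves were fitted and classified.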
IL1B secr inh: inflammasome signaling inhibition, IL-1 beta readout. activity change, % at 57.5 µM. actives 4.7% (n = 360,000). THP-1 LPS/ATP IL-1B secretion, AlphaLISA, 16 h; hits give low values; in the data active = activity change below about -50%; inconclusive = mostly about -30% to -49%; note: % is set by controls: 0 for no effect and ±100 for the full control effect
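Secreted IL-1B measured by AlphaLISA bead assay after 16 h compound exposure of THP-1 cells; compounds (final up to 57.5 uM) added 1 h before LPS (250 ng/mL) and ATP (1.25 mM) stimulation; lower signal means less secretion.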
ATXN2 expr inh: reduces ATXN2 reporter expression in HEK-293 cells. actives 0.72% (n = 360,000). HEK-293 ATXN2-luciferase reporter, luminescence, 24 h. Potency, µM (titrated, usually from 57 µM), for the others: at the highest dose activity change, negative = inhibition, hits mostly inhibitors; note: potency is the fitted concentration of half-maximal effect; % is set by controls: 0 for no effect and ±100 for the full control effect; nearly all actives have a fitted effect of over 55% in size
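ATXN2-luciferase reporter cells (luciferase flanked by upstream and downstream ATXN2 gene portions) were treated 24 h at 37 °C with compounds at up to 57 uM. SteadyGlo luminescence gave expression; GF-AFC fluorescence gave viability.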
A549 tox: kills or reduces viability of A549 cells in Nrf2 counter-screen; Potency, µM (titrated, usually from 46 µM), without a hit: at the highest dose activity change, negative = cytotoxicity, hits mostly inhibitors; actives 0.16% (n = 390,000); A549 ARE-Fluc cells, CellTiter-Fluor viability, 18-24 h; AID 504648; note: potency is the fitted concentration of half-maximal effect; % is set by controls: 0 for no effect and ±100 for the full control effect
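A549 ARE_Fluc cells in 5% FBS OPTI-MEM were exposed to compounds in concentration-response for 18-24 h at 37 deg C. Viability was read by CellTiter-Fluor fluorescence (Ex 405/Em 525) after 30 min, before the luciferase read.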
TGFb inhibitor: blocks TGF-b signaling | HepG2 CAGA-GFP TGF-b/SMAD3 reporter, GFP fluorescence, 18 h; TGF-beta stimulated, 500 pg/mL final | Potency, µM (titrated, usually from 46.1 µM), inactives show at the highest dose activity, negative = inhibition, hits mostly inhibitors | actives 1.2% (n = 410,000) | AID 588855; note: potency is the fitted concentration of half-maximal effect; % is set by controls: 0 for no effect and ±100 for the full control effect; nearly all actives have a fitted effect of over 65% in size
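Inhibition of TGF-beta-driven CAGA-GFP reporter expression in HEPG2 cells is measured by cellular GFP fluorescence after 18 h stimulation with 500 pg/mL recombinant TGF-beta in 1% FBS medium at 37 degrees C.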
MCF10A rerep: induces DNA re-replication in MCF 10a normal breast cells; MCF 10A DNA re-replication, Hoechst nuclear intensity, 48 h; Potency, µM (top dose mostly 46.1 µM), for inactives: top-dose activity, positive = re-replication, hits mostly activators; actives 2.9% (n = 350,000); AID 624296; note: potency is the fitted concentration of half-maximal effect; % of control where 0% means no effect; nearly all actives have a fitted effect of over 50% in size
Nrf2 block: Nrf2 pathway inhibition; A549 ARE-Fluc reporter, luciferase luminescence, 18-24 h; Potency, µM (titrated, usually from 46 µM), inactives show top-dose activity change, negative = inhibition, most hits filed as inhibitors; actives 2.1% (n = 360,000); AID 504444; note: potency is the fitted concentration of half-maximal effect; % is set by controls: 0 for no effect and ±100 for the full control effect; nearly all actives have a fitted effect of over 60% in size
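Cells were seeded and rested 2 h, then exposed to compounds for 18-24 h. CellTiter-Fluor was read first as a viability measure. BugLite was added 15 min before the final luminescent read of ARE-luciferase activity in A549 cells.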
Nrf2 ARE act: Nrf2 pathway activation; AREc32 ARE-luciferase reporter (MCF7-derived line), luminescence, 24 h; actives 0.31% (n = 410,000); Potency, µM (series often up to 46.1 µM), without a hit: at the top dose activation, usual class: activators; AID 624171; note: potency is the fitted concentration of half-maximal effect; % of control where 0% means no effect; nearly all actives have a fitted effect of over 65% in size
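For detection, Steady-Glo was added and plates sat 30 min at RT; before that, AREc32_Fluc cells grown overnight in OPTI-MEM/5% FBS had been treated with 23 nL compound for 24 hr at 37 deg C.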
S2 tox: cell viability loss in ATXN counter-screen; S2 cells (HEK-293 line with an ATXN2-luciferase reporter) viability, CellTiter-Fluor protease fluorescence, 24 h; Potency, µM (doses to about 56.7 µM), actives largely listed as cytotoxic; actives 0.49% (n = 400,000); AID 651635; note: potency is the fitted concentration of half-maximal effect; nearly all actives have a fitted effect of over 40% in size
* hit, by the source's call; i = inactive; u = inconclusive; x = not tested or not shown; [ ] = dose if it differs, or a comment. Unless noted, calls come from the whole dose curve; as a rule, active = well fitted curve in the direction sought with a large enough effect; inconclusive = small, poorly fitted or top-dose-only effect, or another doubt; inactive = no such curve, though single readings can be large; an effect the other way counts as inactive or inconclusive.

structure,HepG2 viability,IL1B secr inh,ATXN2 expr inh,A549 tox,TGFb inhibitor,MCF10A rerep,Nrf2 block,Nrf2 ARE act,S2 tox
O=C(COC(=O)c1cnccn1)Nc1ccc(Cl)cc1C(F)(F)F,12%,-28,-4%,1%,5%,-10%,-3%,-0.1%,i
COc1ccc(OC)c(NC(=O)C(NS(=O)(=O)c2ccc3c(c2)CCCC(=O)N3)C(C)C)c1 (stereo not given),6%,x,3%,2%,-30%,x,u,-0.1%,i
COc1cccc(CCNC(=O)c2cnc3sc(N4CCCC4)nn3c2=O)c1,-22%,x,-1%,1%,u,x,u,0.1%,i
O=C(NC1(C(F)(F)F)NC(=O)N(CCc2ccccc2)C1=O)c1ccccc1Cl (stereo not given),-10%,x,1%,-12%,-2%,x,u,-1.2%,i
CCOC(=O)c1c(NC(=O)c2ccc(S(=O)(=O)N3CCCC(C)C3)cc2)sc2c1CCN(C(C)C)C2 (stereo not given),10µM*,x,-19%,-4%,0%,x,x,8.7%,x
CC(C)(C)Nc1nc(SCC(=O)Nc2ccccc2Cl)nc(N2CCOCC2)n1,-6%,-13,-7%,u,29%,u,u,3.8%,i
CCCCN(C(=O)c1ccc(NC2CC2)c([N+](=O)[O-])c1)c1c(N)n(CCCC)c(=O)[nH]c1=O,-23%,-28,2%,-16%,-7%,4%,-22%,1.9%,u
COc1cccc(CNC(=O)Cn2nc(C)c([N+](=O)[O-])c2C)c1,-2%,15,x,12%,2%,-3%,-6%,-0.6%,i
CC(C)(O)C#Cc1ccc(CN2CCN(CCc3ccccc3)C(CCO)C2)s1 (stereo not given),-20%,20,x,-14%,-15%,-3%,-3%,-0.2%,i
CN(C1CCCC1)C1CCN(C(=O)CNC(=O)/C=C/c2ccc(F)cc2)CC1,4%,-6,-3%,-3%,12%,-3%,16%,3.1%,i
Cc1cc2c(c3oc(=O)c4ccccc4c13)CN(Cc1ccc(F)cc1)CO2,-28%,x,-6%,9%,17%,x,21%,5.5%,i
O=C(NCCOc1nc(N2CCOCC2)nc(N2CCOCC2)n1)Nc1ccc(Cl)cc1,-4%,-1,-20%,-6%,11%,2%,-18%,-0.5%,i
N=C1CCCN1c1ccccc1O,-1%,-5,1%,1%,0%,4%,0%,-0.1%,i
Cn1c(N)c(C(=O)COC(=O)CNS(=O)(=O)c2ccc(Cl)c(Cl)c2)c(=O)n(C)c1=O,25%,30,0%,0%,-10%,8%,11%,-0.1%,i
COc1ccc(C(=O)Nc2ccc3c(c2)OCCO3)cc1,-21%,-15,0%,0%,-14%,u,u,-1.1%,i
Cn1c2cc(Br)sc2c2cnn(Cc3ccc(F)cc3F)c(=O)c21,-7%,x,7%,-1%,9%,10%,-9%,0.9%,i
CCOc1ccc(NC(=S)N2CCC(N(C)CCN3CCOCC3)CC2)cc1,-27%,0,-9%,12%,-9%,-4%,-2%,-0.6%[9.22 µM],i
Cc1cccc(N2CCN(C(=O)CNC(=O)Cc3ccccc3)CC2)c1C,-12%,-5,u,-18%,-19%,u,u,3.8%,i
COc1ccc(S(=O)(=O)N2C[C@H]3CON(C)[C@H]3C[C@H]2c2ccc(-c3cc4ccccc4o3)cc2)cc1,-29%,-12,-4%,x,6%,x,x,-3.7%,i
Cc1ccc(C2NC(=O)CCC2[N+](=O)[O-])cc1 (stereo not given),-14%,-12,-11%,8%,-17%,16%,3%,-0.1%,i
O=C(CSc1nc(=O)[nH]c2c1CCCC2)Nc1ccc(F)cc1F,-16%,0,-8%,-15%,2%,1%,9%,-0.7%,i
CCc1c(C)c2nncn2[nH]c1=O,-2%,31,-7%,-1%,0%,2%,-11%,-0.2%,i
CCC(NC(=O)CCc1c(C)c2cc3c(C)c(C)oc3cc2oc1=O)C(=O)N[C@@H](Cc1ccccc1)C(=O)O (stereo not given in full),-1%,13,0%,2%,-19%,8%,11%,0.3%,i
COc1ccc(-c2cn[nH]c2-c2ccc(OCc3ccc([N+](=O)[O-])cc3)cc2O)cc1OC,-45%,u,x,-8%,8.9µM*,-1%,u,-0.2%,i
O=C(c1cccc(S(=O)(=O)N2CCOCC2)c1)N1CCN(c2ccccc2)CC1,1%,5,2%,-2%,5%,-1%,5%,-0.3%,i

Two of these compounds, reformatted:
> CCOc1ccc(NC(=S)N2CCC(N(C)CCN3CCOCC3)CC2)cc1
  HepG2 viability: -27% | IL1B secr inh: 0 | ATXN2 expr inh: -9% | A549 tox: 12% | TGFb inhibitor: -9% | MCF10A rerep: -4% | Nrf2 block: -2% | Nrf2 ARE act: -0.6%[9.22 µM] | S2 tox: i
> Cc1cccc(N2CCN(C(=O)CNC(=O)Cc3ccccc3)CC2)c1C
  HepG2 viability: -12% | IL1B secr inh: -5 | ATXN2 expr inh: u | A549 tox: -18% | TGFb inhibitor: -19% | MCF10A rerep: u | Nrf2 block: u | Nrf2 ARE act: 3.8% | S2 tox: i

Following part:
structure,HepG2 viability,IL1B secr inh,ATXN2 expr inh,A549 tox,TGFb inhibitor,MCF10A rerep,Nrf2 block,Nrf2 ARE act,S2 tox
Cc1cc(C)nc(SCC(=O)c2ccc([N+](=O)[O-])cc2)n1,-17%,-27,-1%,-4%,0%,20%,-15%,0.7%,i
CCOc1ccc(C2NC(=O)c3ccccc3O2)cc1OCC (stereo not given),3%,-8,-24%,3%,0%,-15%,6%,0.2%,i
COc1ccccc1C1CC(=O)NC(C)=C1C(=O)OCC(C)C (stereo not given),-1%,15,-21%,-1%,21%,18%,x,0.0%,i
O=C(NCCC1CCCCN1S(=O)(=O)c1ccccc1)C(=O)NCC1CCCO1 (stereo not given),4%,-1,4%,-4%,8%,6%,-8%,-0.7%,i
Cc1ccc(S(=O)(=O)N2CCCCC2)cc1C(=O)OCC(=O)N1c2ccccc2NC(=O)C1(C)C,14%,-7,-5%,1%,-2%,-2%,u,0.2%,i
Cc1c(CN(C)C)c2c(n1C)C(=O)c1ccc(Br)cc1-2,-32%,x,u,-18%,-7%,27%,u,u,i
COc1ccc(-c2ccc(N(C)C)cc2)cc1[C@H]1[C@H]2C=CC[C@@H](C)[C@@H]2C(=O)N1Cc1ccccc1,1%,10,10%,-5%,u,2%,11%,-0.8%,i
O=C(Cn1cnc2ccccc2c1=O)NC1CCS(=O)(=O)C1 (stereo not given),-1%,4,6%,0%,-2%,-4%,3%,-0.5%,i
C=CCn1c(=O)c2c(nc(-c3ccc(S(=O)(=O)O)cc3)n2C)n(C)c1=O,-25%,20,-6%,-6%,8%,-3%,0%,-0.8%,i
CC1(C)CC(=O)C(N=Nc2ccc(OC(F)F)cc2)=C(O)C1,-23%,0,x,-4%,-4%,-2%,-4%,6.3%,i
Oc1ccccc1C=NN1CCCCCC1,-19%,2,21%,7%,5%,-2%,u,3.7%,i
CCOC(=O)Cc1csc(NC(=O)CSc2nnc(Cc3csc(N)n3)n2C)n1,7%,16,4%,-1%,13%,-2%,19%,-0.2%,i
Cc1ccc(NS(=O)(=O)c2ccc(C)c(C(=O)NCC(c3ccccc3)N(C)C)c2)cc1 (stereo not given),-35%,-8,x,-4%,-14%,2%,4%,3.9%,u
CC1=C(C(=O)OCC(C)C)C(c2ccc(Br)s2)NC(=O)N1 (stereo not given),0%,-28,7%,1%,25%,4%,-13%,3.9%,i
O=C(CCn1[nH]c(=O)c2ccccc2c1=O)NCCO,3%,-22,9%,-1%,-2%,-1%,7%,0.1%,i
CC(C)CN=Cc1c(O)c([N+](=O)[O-])cc2oc3c(c12)CCCC3,-6%,22,-24%,u,-28%,u,u,4.2%,u
COCCCNC(=O)c1ccc2c(c1)NC(=O)C(C(C)C)N2 (stereo not given),8%,x,6%,-8%,-26%,x,-7%,-0.6%,i
Cc1nn(-c2ccccc2)c(C)c1/C=N/n1cnnc1,-23%,43,-15%,0%,-16%,-49%[inhibitor],-13%,0.3%,i
CCCOc1ccc2ccccc2c1/C=C1\SC(=O)NC1=O,-30%,23,x,1%,u,u,u,-0.6%,i
O=C(COC(=O)c1ccc2c(c1)OCCO2)NCCC1=CCCCC1,13%,23,17%,8%,10%,0%,x,2.7%,i
O=C(CN1CCN(S(=O)(=O)c2ccc(Br)cc2)CC1)N/N=C/c1ccccc1C(=O)O,-5%,1,x,1%,u,-4%,-8%,0.3%,i
O=C(O)c1cccc(Nc2nc(C(F)(F)F)nc3ccccc23)c1,-4%,0,-7%,0%,-2%,u,3%,1.7%,i
CCC(=O)NC(=S)NNC(=O)COc1ccc(Br)cc1,7%,0,-27%,16%,4%,0%,15%,-0.3%,i
CCOC(=O)C1=C(C)NC(SC)=NC1c1ccccc1 (stereo not given),-25%,0,-1%,3%,-11%,2%,-21%,-0.8%,i
O=C(CN1CCN(c2ccc(Cl)cc2)CC1)Nc1cccc(F)c1,1%,-15,-14%,2%,-18%,10%,x,-0.5%,i
COc1ccc(-c2nnc(SCc3cc(C)cc(C)c3)o2)cc1,2%,-7,3%,-2%,-12%,27%,-27%,-0.8%,u
COc1ccc(C)cc1NC(=O)C1CCN(S(=O)(=O)c2c(C)noc2/C=C/c2ccco2)CC1,-12%,x,x,1%,-20%,x,9%,0.5%,x
C=C(C)Cn1c(=O)c(NC(=O)c2ccccc2)c2n(c1=S)CCC2,11%,18,0%,2%,2%,4%,19%,0.2%,i
CCC1CCCCN1CCCNC(=O)CSc1nc2nc(C)c(Cc3ccccc3Cl)c(C)n2n1 (stereo not given),-18%,-13,-14%,7%,6%,3%,3%,0.3%,i

The order is random (roughly 8.8% active in at least one column).
